LDHA block = inhibitors of human lactate dehydrogenase A | P00338 | purified LDHA, NADH/diaphorase-resazurin fluorescence; hits give low values | activity change, % (values are at about 110 or 230 µM) | actives 0.15% (n = 480,000); in the data active = activity change below about -30%; inconclusive = mostly about -25% to -30%;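 also: plate controls were DMSO wells for no effect and wells without enzyme for full effect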
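Human LDH5 at 2 nM final in Tris HCl pH 7.4 with 0.06 mM NADH and 0.2 mM pyruvate, reacted 5 minutes at room temperature. Remaining NADH coupled via diaphorase/resazurin; resorufin fluorescence read at 0 and 20 minutes, normalized to enzyme-free and DMSO wells.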
RXFP1 agonist = activates the human relaxin receptor RXFP1 | Q9HBX9 | HEK293T-RXFP1 cAMP TR-FRET, 30 min; response scale: percent of porcine relaxin response, buffer zero | Potency, µM (doses to about 57.5 µM), without a hit: at the highest dose activation, hits mostly activators | actives 0.3% (n = 370,000) | AID 2676; also: potency is read from the fitted curve at half-maximal effect; % is scaled to controls: 0 for no effect and ±100 for the full control effect; nearly all actives have a fitted effect of over 60% in size; many of its hits are not listed in these tables
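cAMP rise read by TR-FRET after 30 min, 37C compound exposure (up to 58 uM) in RXFP1-transfected HEK293 cells with Ro 20174 present. EC50 from Hill-equation fits, with 29 nM porcine relaxin as 100% and buffer as basal.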
PI4K2A block = inhibitors of human PI4K2A. Q9BTU6. purified PI4K2A, ADP-Glo luminescence, 1 h; hits give low values. activity change, negative = inhibition, % at 76.9 µM. actives 0.13% (n = 420,000); in the data active = activity change below about -50%; inconclusive = mostly about -30% to -49%;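 also: -100% = wells without enzyme as full effect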
Target sequence (Q9BTU6 whole entry, looked up): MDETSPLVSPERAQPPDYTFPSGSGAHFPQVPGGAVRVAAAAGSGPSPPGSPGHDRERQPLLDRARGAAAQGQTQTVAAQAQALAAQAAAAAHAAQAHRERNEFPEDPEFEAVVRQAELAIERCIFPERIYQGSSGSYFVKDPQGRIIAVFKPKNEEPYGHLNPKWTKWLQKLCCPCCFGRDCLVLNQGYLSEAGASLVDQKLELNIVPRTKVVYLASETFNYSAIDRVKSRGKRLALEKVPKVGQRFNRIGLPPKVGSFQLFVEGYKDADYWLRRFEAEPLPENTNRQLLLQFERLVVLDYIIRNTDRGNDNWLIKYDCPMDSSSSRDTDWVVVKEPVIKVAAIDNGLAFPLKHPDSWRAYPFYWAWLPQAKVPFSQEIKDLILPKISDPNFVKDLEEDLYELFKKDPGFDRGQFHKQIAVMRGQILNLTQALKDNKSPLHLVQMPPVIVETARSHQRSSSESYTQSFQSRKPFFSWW
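In this quantitative HTS, ADP production by PI4K2A was quantified luminescently after 1 h at ambient temperature; 100 microM adenosine served as plate-quality control.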
Vif-A3F inh = Vif-A3F binding inhibition; HeLa A3F-eYFP + Vif (tagged APOBEC3F with the HIV-1 protein that degrades it), YFP fluorescence increase; actives 0.2% (n = 390,000); Potency, µM (titrated, usually from 46.1 µM), for inactives: at the highest dose activity, negative = active; also: potency is read from the fitted curve at half-maximal effect; % of control where 0% means no effect; nearly all actives have a fitted effect of over 65% in size
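HeLa cells stably expressing Vif plus C-terminally eYFP-tagged A3F were seeded, incubated overnight at 37 deg C, dosed with compound, incubated overnight again at 37 deg C. Yellow fluorescence (Ex 488/Em 500-530) reported blocked Vif-mediated A3F-eYFP degradation.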
TrxR1 substrate = substrates of rat thioredoxin reductase 1 | purified TrxR1 substrate turnover, NADPH consumption readout | Potency, µM (doses to about 114 µM), inactives show at the highest dose activity change, negative = substrate turnover | actives 0.01% (n = 390,000); also: potency is read from the fitted curve at half-maximal effect; % is scaled to controls: 0 for no effect and ±100 for the full control effect; nearly all actives have a fitted effect of over 50% in size
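Rat TrxR1, dispensed at 90 nM, was prereduced with 400 uM NADPH (final) for 5 min at ~22 deg C, then incubated with compound 15 min before 400 uM selenite. A first-read NADPH fluorescence drop versus no-compound background flagged substrates.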
IDH1 R132H inh = inhibitors of human mutant IDH1 R132H | O75874 | IDH1-R132H enzyme, NADPH consumption, diaphorase/resazurin fluorescence | Potency, µM (top dose mostly 76.6 µM), inactives show at the top dose activity change, negative = inhibition, actives largely listed as inhibitors | actives 0.093% (n = 390,000); also: potency is read from the fitted curve at half-maximal effect; % is scaled to controls: 0 for no effect and ±100 for the full control effect; nearly all actives have a fitted effect of over 65% in size
Target sequence (O75874 whole entry R132H, stated change not applied): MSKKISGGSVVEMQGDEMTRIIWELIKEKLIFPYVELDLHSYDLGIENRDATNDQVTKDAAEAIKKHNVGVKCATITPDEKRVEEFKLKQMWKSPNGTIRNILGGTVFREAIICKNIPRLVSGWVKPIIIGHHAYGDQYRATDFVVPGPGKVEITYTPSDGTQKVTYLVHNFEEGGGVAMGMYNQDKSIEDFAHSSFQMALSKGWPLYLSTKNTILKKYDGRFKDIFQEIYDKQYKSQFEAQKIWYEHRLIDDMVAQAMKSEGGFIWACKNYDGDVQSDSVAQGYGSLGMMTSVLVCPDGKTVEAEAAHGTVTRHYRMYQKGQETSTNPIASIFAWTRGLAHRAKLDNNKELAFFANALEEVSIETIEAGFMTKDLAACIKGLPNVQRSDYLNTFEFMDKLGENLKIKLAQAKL
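IDH1-R132H (0.5 ug/mL dispensed) in pH 7.5 Tris buffer was preincubated 30 min with compound, then given a substrate mix of 0.016 mM NADPH and 2 mM alpha-KG for 80 min at room temperature; remaining NADPH was read by diaphorase/resazurin fluorescence.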
USP1 inh = USP1/UAF1 (human) deubiquitinase inhibition. recombinant USP1/UAF1, Ub-Rhodamine cleavage fluorescence. AID 743255. O94782. Potency, µM (highest dose often 57.1 µM), without a hit: at the top dose activity change, negative = inhibition, hits mostly inhibitors. actives 0.23% (n = 390,000); also: potency is read from the fitted curve at half-maximal effect; % is scaled to controls: 0 for no effect and ±100 for the full control effect; nearly all actives have a fitted effect of over 60% in size; inactives centre near -12
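1 nM enzyme complex + cpd, 15 min RT; start with Ub-Rho 150nM final; kinetic fluorescence ex 480/em 540, 6 reads q60 s. Buffer 50mM HEPES pH 7.8, 0.5mM EDTA, 0.1 mg/ml BSA, 1mM TCEP, 0.01% Tween-20.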
Vif-A3G inh = blocks the Vif interaction with human APOBEC3G; HeLa A3G-eYFP + Vif (tagged APOBEC3G with the HIV-1 protein that degrades it), YFP fluorescence, overnight; Potency, µM (doses to about 46.1 µM), for inactives: top-dose activity, negative = active, hits mostly inhibitors; actives 0.076% (n = 410,000); AID 602310;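 also: potency is read from the fitted curve at half-maximal effect; % is scaled to controls: 0 for no effect and ±100 for the full control effect; nearly all actives have a fitted effect of over 60% in size; hits raise eYFP signal because A3G escapes Vif-driven loss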
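HeLa cells stably expressing Vif and C-terminally eYFP-tagged A3G, seeded overnight at 37 deg C, then exposed to compound by pintool overnight at 37 deg C. Rise in yellow fluorescence (Ex 488/Em 500-530, Acumen) marks blocked Vif-driven A3G degradation.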
Glioma ERSR ind = ER stress response induction in glioma; U87-MG GRP78 promoter luciferase reporter, 16 h; Potency, µM, without a hit: top-dose activation, most hits filed as activators; AID 602332; actives 0.02% (n = 420,000); also: potency is read from the fitted curve at half-maximal effect; series mostly up to about 76 µM; % of control where 0% means no effect; nearly all actives have a fitted effect of over 35% in size
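ERSR induction read as luciferase luminescence (Bright-Glo, 10 min at room temperature) in stably transfected human U87-MG glioma cells exposed to compounds for 16 h, using GRP78 as sensor.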
Active calls of the source: *; ? = inconclusive; · = no result given; & = joins results of further samples; [ ] = dose if it differs, or a comment. Unless noted, calls follow the shape of the dose curve; as a rule, active = well fitted curve in the direction sought with a large enough effect; inconclusive = small, poorly fitted or top-dose-only effect, or another doubt; inactive = no such curve, though single readings can be large; an effect the other way counts as inactive or inconclusive. A portion of the library, so the mix of outcomes need not match the whole.

SMILES	LDHA block	RXFP1 agonist	PI4K2A block	Vif-A3F inh	TrxR1 substrate	IDH1 R132H inh	USP1 inh	Vif-A3G inh	Glioma ERSR ind
CN(C)c1ccnc(-n2cccc2/C=N/OCc2ccc(F)cc2Cl)c1C#N	0	1.5%	0	7%	9%[57.1 µM]	1%	-9%	-9%	-5%
COc1cc(/C=N/NC(=O)c2cc(-c3ccccc3OC(C)C)nc3ccccc23)ccc1O	0	0.7%	-3	1%	-14%	-3%	-22%	0%	-2%
Cc1ccnc2nc(C(=O)OCC(=O)c3c[nH]c4ccccc34)nn12	-2&-17	18%	-4	3%	4%	7%	-7%	0%	-2%
COc1ccc(C(=O)Oc2ccc(F)cc2C(=O)/C=C/c2ccc(OC)c(OC)c2)cc1	-3	2.4%	9	1%	1%[57.1 µM]	2%	-18%	-10%	9%
COc1ccc(NC(=O)c2oc3ccc(S(=O)(=O)N4CCOCC4)cc3c2C)c(OC)c1	-6&1	-1.6%	-5&-2	6%&-1%	26%	5%&-9%	-4%&-6%	0%&-2%	0%&-2%
COc1ccc(C)cc1N1CC(C(=O)Nc2cccc(C(=O)NC3CC3)c2)CC1=O (stereo not drawn)	-7	·	-4	0%	·	-2%	-11%	0%	0%
C=CCn1c(=O)c(C(=O)NC(C)c2ccccc2)c(O)c2ccccc21 (stereo not drawn)	3	1.5%	2	-4%	1%	-4%	-15%	4%	-3%
Cc1cccc(C)c1NC(=O)COC(=O)C1Cc2ccccc2CN1C(=O)c1ccccc1 (stereo not drawn)	0	2.6%	3	-8%	-6%	5%	-18%	-1%	0%
COC(=O)C(CCSC)NC(=O)Cn1ncc2c(=O)oc3ccc(C)cc3c21 (stereo not drawn)	-2	0.2%	4	6%	-1%[57.1 µM]	10%	-20%	1%	-2%
O=C(Nc1ccc2c(c1)OCO2)c1ccc(COc2ccc3c(c2)CCC3)o1	3	1.2%	3	-8%	3%	-7%	-14%	0%	3%
O=C(C(=O)c1cc(Br)ccc1O)c1cc(Br)ccc1O	-7	·	-4	-4%	-5%[57.1 µM]	-6%	-28%	-16%	-6%
CCOC(=O)c1noc2ncnc(N(CCC(=O)OC)c3ccccc3)c12	-6	2.7%	2	5%	-1%[57.1 µM]	0%	-5%	1%	-3%
O=C(CN(c1cccc([N+](=O)[O-])c1)S(=O)(=O)c1ccccc1)N1CCCCC1	-5	0.5%	1	-16%	2%[57.1 µM]	0%	-26%	-2%	-5%
CCCCOC(=O)Nc1nnc(COc2ccccc2)s1	-9	0.1%	3	-8%	5%[57.1 µM]	5%	-9%	0%	2%
Oc1ccccc1C1C=C(c2ccc3c(c2)OCO3)NC(c2cccc(Cl)c2)N1 (stereo not drawn)	-6	·	·	·	0%	·	·	-9%	?
Cc1cc(C(=O)N2CCC2(C)C(=O)NS(=O)(=O)c2cccc(Cl)c2)nn1C (stereo not drawn)	-9	·	-1	·	·	·	·	2%	2%
Cc1cccc(N2CCN(C(=O)c3ccc(N4CCCC4=O)cc3)CC2)c1C	-1	-0.1%	-4	-8%	-2%	8%	-4%	1%	-1%
Cc1ccc(C)c(NC(=O)Nc2cc3c(cc2N2CCCCC2)n(C)c(=O)n3C)c1	5	2.7%	2	1%	-1%	?	-26%	-8%	-8%
CC(=O)NNC(=S)NC(=O)C(c1ccccc1)c1ccccc1	-5	-1.7%	-6	-1%	7%	-3%	-21%	0%	-8%
CN(C(=O)c1ccc(OC2CCN(S(=O)(=O)N(C)C)CC2)cc1)C1CCCCC1	-2	-0.4%	10	-1%	4%[11.4 µM]	-5%	-12%	3%	0%
CC(=O)NNC(=S)NCCc1ccccc1	-10	0.0%	0	8%	8%[57.1 µM]	16%	-12%	3%	3%
OC(CN1CCN(c2cccc(Cl)c2)CC1)C(c1ccccc1)c1ccccc1 (stereo not drawn)	-3	0.7%	-3&-5	-10%	?	8%	-25%	2%	-4%&-4%&-4%&-4%
O=C1c2ccccc2NC(c2ccccc2)N1c1ccc(O)cc1 (stereo not drawn)	2	0.5%	-1	1%	13%	-3%	-1%	-1%	-2%
Cc1ccc2nc(/C(C#N)=C\c3ccc(N4CCOCC4)o3)[nH]c2c1	27	0.8%	-11	-15%	5%	3%	25µM*	?	8%
CCN(CC(=O)Nc1ccc(OC)c(Cl)c1)CC(=O)NC(C)C	-5	-0.6%	-1	6%	-12%[57.1 µM]	4%	-15%	1%	-4%
Later entries.
SMILES	LDHA block	RXFP1 agonist	PI4K2A block	Vif-A3F inh	TrxR1 substrate	IDH1 R132H inh	USP1 inh	Vif-A3G inh	Glioma ERSR ind
NS(=O)(=O)c1ccc(NC(=O)CN2CCCCC2)cc1	-7	-0.8%	2	0%	7%	4%	-15%	1%	-1%
NC(=O)c1sc2nc(-c3cccs3)ccc2c1N	-2	7.9%	-25	-8%	26%	-8%	-7%	-18%	3%
CCc1onc(C)c1C(=O)Nc1ccc(N2CCOCC2)cc1	-1	1.7%	2	0%	-1%	11%	-23%	-6%	5%
CCC(=O)N1CCCc2cc(S(=O)(=O)N3CCC(C(=O)Nc4ccc(C#N)cc4)CC3)ccc21	-5	0.1%	-1	1%	-12%[57.1 µM]	19%	-14%	-2%	-2%
CCCCc1ccc(NC(=S)N2CCCC(CO)C2)cc1 (stereo not drawn)	-9	1.2%	-2	1%	7%[57.1 µM]	-3%	-12%	1%	4%
O=C(CCSc1ccc(Br)cc1)c1ccc(O)cc1	-3	0.0%	2	5%	-4%[57.1 µM]	3%	-24%	-9%	-9%
COc1cc(C)c(C)cc1S(=O)(=O)N1CCN(Cc2ccccc2)CC1	-1	1.9%	0	-5%	11%	5%	-15%	-4%	1%
Cn1nnnc1SCc1cc(=O)n2ccsc2n1	-6	6.2%	-2	-7%	-4%	2%	-15%	0%	-4%
COc1ccc(C2(CNC(=O)C(=O)Nc3ccc(C)c(Cl)c3)CCCC2)cc1OC	-8	0.9%	-2	-21%	0%	1%	-10%	-3%	-3%
O=C(c1ccc(Cl)cc1)n1nc(-c2ccccc2)nc1NCc1ccco1	-9	-0.9%	7	1%	3%	-2%	?	7%	0%
CCCCNC(=O)C1(C)CCCCN1C(=O)c1cncc(Br)c1 (stereo not drawn)	-2	·	-3	·	·	·	·	1%	-3%
CCN(CC)c1ccc(NC(=O)Cn2c(C(C)NC(=O)c3ccccc3)nc3ccccc32)cc1 (stereo not drawn)	-3	-0.1%	1	-6%	3%	-6%	-13%	0%	-3%
Cn1c(=O)n(C)c2cc(NC(=O)COc3ccc(F)cc3F)ccc21	-2	0.0%	-1	1%	5%	0%	-15%	-2%	-1%
O=C(COc1ccc(/C=N/NC(=O)c2ccncc2)cc1)Nc1ccc([N+](=O)[O-])cc1	-13	1.2%	-4	3%	1%[57.1 µM]	11%	-4%	0%	0%
Cc1c(C(=O)c2ccc3c(c2)OCO3)ccc2c1OCO2	-1	·	-3	3%	7%[57.1 µM]	7%	-21%	-10%	3%
COc1ccc(CCNC(=O)Cn2nnc(-c3cccc(OC)c3OC)n2)cc1OC	-13	-0.1%	4	-7%	0%	2%	-6%	2%	2%
Cc1ccc(NC(=O)c2sc(N)nc2-c2ccccc2)cc1C	0	1.8%	-1	1%	5%[57.1 µM]	1%	-23%	0%	-1%
CCOc1ccc(C2c3c(oc4ccccc4c3=O)C(=O)N2c2ccc(C)cn2)cc1OC (stereo not drawn)	-2	1.6%	-5	1%	7%[57.1 µM]	2%	-17%	0%	-4%
Cn1nc(-c2ccccc2)cc1NC(=O)[C@@H]1O[C@H](CO)[C@H](O)[C@H](O)[C@H]1O	-16	·	-2	·	·	·	·	0%	0%
NC(=O)C1CCN(C(=O)COc2ccc(S(=O)(=O)NCc3ccccc3)cc2Cl)CC1	-1	-0.2%	-3	-6%	6%	0%	-15%	-5%	-4%
CN1CCN(S(=O)(=O)c2cccc(C(=O)Nc3nc(-c4ccccc4)cs3)c2)CC1	-3	-0.5%	3	2%	0%	1%	-11%	0%	2%
Cc1ccc(F)c([C@H]2C3C=CCC(c4ccccc4)C3C(=O)N2Cc2ccccc2)c1 (stereo partly drawn)	1	1.8%	-4	?	-1%	-2%[38.3 µM]	-34%	1%	?
O=C(NCc1nnc(SCC(=O)N2CCCC2)o1)c1ccccc1F	-3	-0.6%	-13	11%	8%	5%	-12%	1%	-3%
COc1ccccc1NC(=O)C1(C)Cc2ccccc2C(=O)O1 (stereo not drawn)	-4	-0.3%	15	-7%	13%[57.1 µM]	6%	-8%	1%	6%
CCOc1ccc2nc(SCCNS(=O)(=O)c3ccccc3)sc2c1	0	0.8%	-3	5%	-18%[57.1 µM]	5%	-19%	3%	-2%
Cc1cc(/C=C2/C(=N)N3C(c4ccccc4)=CSC3=NC2=O)c(C)n1-c1ccc(Cl)cc1	-18	·	2	-13%	4%	-2%	-2%	2%	-1%
FC(F)Oc1ccc(NC(=S)NCC2COc3ccccc3O2)cc1 (stereo not drawn)	-9	2.7%	-4	3%	-2%	2%	-18%	2%	-6%
O=C(COC(=O)c1cc[n+]([O-])cc1)Nc1ccc([N+](=O)[O-])cc1C(F)(F)F	4	-1.6%	1	6%	-6%	2%	1%	1%	0%
